G9a inh: inhibitors of human histone lysine methyltransferase G9a; hit rate 8.8% among 350,000; Potency, µM (titrated, usually from 102 µM), for the others: at the highest dose activity, negative = inhibition, actives largely listed as inhibitors; G9a H3K9 monomethylation, AlphaScreen, 2 h; Q96KQ7; AID 504332; note: % is set by controls: 0 for no effect and ±100 for the full control effect; nearly all actives have a fitted effect of over 75% in size
Target sequence (Q96KQ7 913-1193 limits assumed): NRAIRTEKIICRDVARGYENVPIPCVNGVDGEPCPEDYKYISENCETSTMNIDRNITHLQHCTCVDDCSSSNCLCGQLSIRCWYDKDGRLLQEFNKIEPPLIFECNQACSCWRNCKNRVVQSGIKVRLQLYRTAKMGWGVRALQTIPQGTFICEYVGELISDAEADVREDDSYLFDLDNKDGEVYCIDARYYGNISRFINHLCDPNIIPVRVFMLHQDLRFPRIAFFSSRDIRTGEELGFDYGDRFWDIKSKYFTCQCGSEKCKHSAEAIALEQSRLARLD
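G9a (20 nM) was preincubated 15 min with compound, then reacted 2 h at room temperature with 500 nM biotin-H3K9 peptide and 20 µM SAM. Monomethyl-H3K9 detected by AlphaScreen using anti-H3K9me1 antibody.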
Pol kappa inh: blocks human DNA polymerase kappa activity. purified Pol kappa, fluorescent DNA synthesis assay, 10 min. Potency, µM (doses to about 107 µM), without a hit: top-dose activity, negative = inhibition, most hits filed as inhibitors. hit rate 0.53% among 400,000. AID 588579. Q9UBT6; note: % is set by controls: 0 for no effect and ±100 for the full control effect
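Activity was followed as the change in fluorescence between reads at 0 and 10 min after starting the reaction with 50 nM substrate. Beforehand, 10 nM polymerase had been preincubated with compound for 15 min at room temperature.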
Pol eta inh: inhibitors of human DNA polymerase eta; Q9Y253; recombinant Pol eta, fluorescent DNA replication assay; AID 588591; hit rate 1.2% among 390,000; Potency, µM (titrated, usually from 114 µM), for the others: at the top dose activity change, negative = inhibition, usual class: inhibitors; note: % is set by controls: 0 for no effect and ±100 for the full control effect
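Pol eta (10 nM) was preincubated with compounds for 15 min at room temperature, after which fluorescent replication substrate (50 nM final) was added to start the reaction. Fluorescence was read kinetically at 0 and 10 min.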
BAZ2B block: inhibitors of human BAZ2B bromodomain. hit rate 4.4% among 360,000. AlphaScreen BAZ2B-H3K14Ac peptide displacement. Q9UIF8. Potency, µM (highest dose often 114 µM), without a hit: at the top dose activity change, negative = inhibition, hits mostly inhibitors; note: % is set by controls: 0 for no effect and ±100 for the full control effect; nearly all actives have a fitted effect of over 60% in size
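Multi-concentration screen (max 110 uM) measuring displacement of acetylated histone H3 peptide from BAZ2B by AlphaScreen, using 50 nM protein, 50 nM peptide and 10 ug/mL streptavidin donor plus Ni-chelate acceptor beads.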
Pol beta inh: DNA polymerase beta (human) inhibition; P06746; Pol beta primer extension/strand displacement, fluorescence kinetic; Potency, µM (series often up to 114 µM), for inactives: at the highest dose activity change, negative = inhibition, usual class: inhibitors; hit rate 1.3% among 340,000; AID 485314; note: % is set by controls: 0 for no effect and ±100 for the full control effect
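Homogeneous kinetic assay of primer extension and strand displacement by 10 nM Pol beta, preincubated 15 min at room temperature with compound before 50 nM substrate (final) was added. Read at 0 and 10 min; four-parameter Hill fit.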
BLM inh: blocks DNA unwinding by human BLM helicase | P54132 | AID 2528 | Potency, µM (titrated, usually from 56.1 µM), without a hit: at the top dose activity change, negative = inhibition, actives largely listed as inhibitors | recombinant BLM DNA unwinding, fluorescence dequenching | hit rate 0.2% among 350,000;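 note: plate controls were vehicle for no effect and no enzyme for full effect; nearly all actives have a fitted effect of over 35% in size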
JMJD2A Tudor: blocks the human JMJD2A Tudor domain; hit rate 4.4% among 390,000; Potency, µM (series often up to 114 µM), without a hit: at the top dose activity change, negative = inhibition, hits mostly inhibitors; O75164; AID 504339; AlphaScreen JMJD2A-Tudor / H3K4me3 peptide binding; note: % is set by controls: 0 for no effect and ±100 for the full control effect; nearly all actives have a fitted effect of over 50% in size
Pol iota inh: DNA polymerase iota (human) inhibition; Q9UNA4; Pol iota fluorescent replication assay, 10 min; Potency, µM (highest dose often 115 µM), for inactives: at the highest dose activity, negative = inhibition, hits mostly inhibitors; hit rate 1% among 390,000
Target sequence (Q9UNA4 whole entry, looked up): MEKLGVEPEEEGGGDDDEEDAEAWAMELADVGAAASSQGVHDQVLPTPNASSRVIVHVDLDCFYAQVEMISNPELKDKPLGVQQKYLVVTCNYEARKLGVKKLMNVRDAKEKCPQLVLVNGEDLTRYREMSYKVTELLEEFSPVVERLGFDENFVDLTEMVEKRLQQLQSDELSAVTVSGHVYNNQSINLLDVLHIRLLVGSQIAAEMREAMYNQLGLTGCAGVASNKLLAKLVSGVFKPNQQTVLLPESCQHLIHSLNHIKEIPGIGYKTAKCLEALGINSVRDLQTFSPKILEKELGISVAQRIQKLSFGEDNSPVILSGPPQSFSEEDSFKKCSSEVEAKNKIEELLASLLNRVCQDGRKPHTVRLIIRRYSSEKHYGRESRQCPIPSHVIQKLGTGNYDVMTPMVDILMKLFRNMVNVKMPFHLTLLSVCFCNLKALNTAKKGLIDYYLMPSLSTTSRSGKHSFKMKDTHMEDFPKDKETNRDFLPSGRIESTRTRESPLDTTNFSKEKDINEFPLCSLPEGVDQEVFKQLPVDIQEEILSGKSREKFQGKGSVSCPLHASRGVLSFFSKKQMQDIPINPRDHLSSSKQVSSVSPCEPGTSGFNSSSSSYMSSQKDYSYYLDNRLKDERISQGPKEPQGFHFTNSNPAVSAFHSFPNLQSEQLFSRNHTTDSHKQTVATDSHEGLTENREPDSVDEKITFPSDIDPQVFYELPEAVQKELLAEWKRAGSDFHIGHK
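Fluorescent replication assay read twice, at 0 min and 10 min after adding 50 nM (final) substrate. Enzyme (10 nM) and compounds were first incubated 15 min at room temperature; enzyme-free buffer wells were negative controls.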
APEX1 inh: inhibitors of human APE1 endonuclease. P27695. recombinant APE1, TAMRA/BHQ-2 abasic DNA cleavage fluorescence. Potency, µM (titrated, usually from 65.8 µM), inactives show at the top dose activity change, negative = inhibition, most hits filed as inhibitors. hit rate 0.35% among 350,000;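 note: plate controls were vehicle for no effect and reference inhibitor for full effect; nearly all actives have a fitted effect of over 55% in size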
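Quantitative HTS: incision of a TAMRA/BHQ-2 double-stranded substrate bearing a tetrahydrofuran abasic site by 0.75 nM APE1 raises fluorescence. Substrate 50 nM final, added after 15 min compound preincubation at room temperature; progress as third-minus-first kinetic read difference.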
* hit, by the source's call; ? = inconclusive; · = not tested or not shown; [ ] = dose if it differs, or a comment. Calls come from the whole dose curve; as a rule, active = well fitted curve in the direction sought with a large enough effect; inconclusive = small, poorly fitted or top-dose-only effect, or another doubt; inactive = no such curve, though single readings can be large; an effect the other way counts as inactive or inconclusive. Potency is the fitted concentration of half-maximal effect.

G9a inh,Pol kappa inh,Pol eta inh,BAZ2B block,Pol beta inh,BLM inh,JMJD2A Tudor,Pol iota inh,APEX1 inh,Structure
12%[59 µM],-11%,-7%,12%,16%,-2%,-8%[57.1 µM],10%,-11%,Cc1c(NC(=O)c2cccs2)cccc1C(=O)O
35%[12.7 µM],-2%,?,-5%,-26%,-2%,-10%[11.4 µM],-1%,2%,CC1(CCc2ccccc2)NC(=O)N(CC(=O)O)C1=O (stereo not given)
-1%[59 µM],0%,-14%,-2%,49%,46%[activator],-28%,40%[activator],·,CCN(CC)CCOC(=O)c1ccc(NC(=O)CSc2cc(=O)n(CC)c3ccccc23)cc1
6%[59 µM],-2%[60.1 µM],-5%,0%,16%,3%,-6%,31%[activator],·,Cc1cc(=O)[nH]c2nnc(SCC(=O)Nc3ccc(OC(F)(F)F)cc3)n12
20µM*,1%,-20%,5%,5%,2%,-25%,147%[activator],-11%,O=C(NNC(=S)NC(=O)c1cccc([N+](=O)[O-])c1)c1ccc(O)cc1
17%[59 µM],10%,-5%,1%,18%,3%,-7%,6%,6%,O=C(C1CC1)N1CCN=C1SCc1cccc(F)c1
-42%[12.7 µM],-16%,-13%,-1%,·,·,-4%,8%,-12%,COc1ccc2oc(C(=O)OC(C)C(=O)N3CCC(C)CC3)c(C)c2c1 (stereo not given)
40µM*,·,·,-5%,22%,-5%,·,·,-8%,Cc1ccc(Nc2nc(C3CC3)cs2)cc1
41%[activator],-10%,-3%,3%,11%,1%,-12%,-3%,1%,COc1cccc(OCc2cc(C(=O)NC3CCOCC3)no2)c1
45µM*,0%,-14%,-32%,5%,-4%,-28%,-2%,-12%,COc1ccc(-c2c(=O)n(OCc3ccccc3[N+](=O)[O-])c3ccccc3[n+]2[O-])c(OC)c1
·,0%,-20%,-18%,57%,-3%,-15%,46%[activator],2%,CCOc1ccccc1NC(=O)CN(c1ccc(OC)cc1)S(=O)(=O)c1c(C)[nH]c(=O)[nH]c1=O
2%,4%,-13%,-8%,29%,0%,-10%,23%,21%,CC1CCN(C(=O)C(=O)Nc2sc3c(c2C(=O)O)CC(C)(C)OC3)CC1
13%,-3%,-10%,56µM*,-13%,-4%,-33%,99%[activator],-1%,CCOc1cc(C(=O)Nc2ncn[nH]2)cc(OCC)c1OCC
?,-6%,-2%,-1%,30%,-3%,-12%,-3%,·,O=C(Nc1ccc(F)cc1F)c1cc(S(=O)(=O)N2CCCCC2)c[nH]1
-33%,-9%,-13%,-27%,0%,-29%,-4%,25%,5%,COc1cc(/C=C(\C#N)c2nc3ccccc3s2)ccc1OCC(=O)Nc1ccccc1
·,-6%,-11%,·,·,·,-27%,10%,·,CN1OC[C@@H]2CN(Cc3ccccc3)[C@H](c3cccc(-c4ccc(C#N)cc4)c3)C[C@@H]21
-6%,-16%,-12%,-37%,-9%,-3%,?,4%,?,CN=C(NC#N)SCC(=O)c1ccc(Cl)cc1Cl
?,-3%,-12%,-1%,-8%,-3%,-17%,-26%,0%,Oc1c(C(c2ccccc2)N2CCN(Cc3ccccc3)CC2)sc2ncnn12 (stereo not given)
11%[12.7 µM],-1%,-17%,-23%,-3%,-10%,-29%,20%,-4%,C#CCNC(=O)C1=C[C@@H](c2ccc(Br)cc2)C[C@@H](OCc2ccc(CO)cc2)O1
-41%[12.7 µM],-5%,-13%,?,1%,2%,-10%[11.4 µM],25%,4%,Cc1ccc2nc(/C(C#N)=N/O)[nH]c2c1
-17%[59 µM],1%,-9%,?,2%,-8%,?,22%,-2%,Cc1cc(C)cc(-n2c(C)cc(C(=O)CSc3nnnn3C)c2C)c1
30%,0%,-22%,-6%,0%,-3%,-3%,13%,4%,CC(C)(C)OC(=O)N1CCC(c2cc(=O)n3[nH]c(-c4ccc(Cl)cc4)cc3n2)CC1
-11%[59 µM],-9%,-9%,-9%,1%,0%,-15%,25%,2%,COCCn1c(SCC(=O)N2CCc3ccccc3C2)nc2cc(Cl)ccc2c1=O
25%,-11%,-4%,-3%,12%,-1%,-22%,-29%,-3%,CCOc1ccc(C(=O)Nc2nnc(S(=O)(=O)Nc3ccccc3C)s2)cc1
?,9%,-11%,-3%,2%,-6%,-22%,-7%,54%,CC1C(=O)N2CCCc3cc(S(=O)(=O)N4CCN(c5ccccc5F)CC4)cc1c32 (stereo not given)
50µM*,?,?,?,?,-1%,-26%,?,-4%,COc1ccc2c(c1)c(C(=O)N/N=C/c1ccc(O)c(O)c1)c(C)n2C
3%,-28%,-11%,3%,12%,-2%,-12%,24%,1%,Cn1c(=O)[nH]c2cc(Cl)cnc21
·,-9%,-10%,2%,3%,-1%,-6%,-14%,16%,O=c1cc(N2CCCCC2)[nH]c(=O)n1C1CCCCC1
28µM*,-9%,-23%,?,-22%,-2%,?,61%[activator],17%,COc1ccc(OC)c(Nc2nc(-c3c(C)nc4ncccn34)cs2)c1
-10%[59 µM],-9%,1%,8%,1%,2%,-11%,156%[activator],1%,C=C(C)c1cccc(C(C)(C)NC(=O)NCc2ccc(OC)cc2)c1

No new results follow: entries from further up.
G9a inh,Pol kappa inh,Pol eta inh,BAZ2B block,Pol beta inh,BLM inh,JMJD2A Tudor,Pol iota inh,APEX1 inh,Structure
6%[59 µM],-2%[60.1 µM],-5%,0%,16%,3%,-6%,31%[activator],·,Cc1cc(=O)[nH]c2nnc(SCC(=O)Nc3ccc(OC(F)(F)F)cc3)n12
20µM*,1%,-20%,5%,5%,2%,-25%,147%[activator],-11%,O=C(NNC(=S)NC(=O)c1cccc([N+](=O)[O-])c1)c1ccc(O)cc1
17%[59 µM],10%,-5%,1%,18%,3%,-7%,6%,6%,O=C(C1CC1)N1CCN=C1SCc1cccc(F)c1
-42%[12.7 µM],-16%,-13%,-1%,·,·,-4%,8%,-12%,COc1ccc2oc(C(=O)OC(C)C(=O)N3CCC(C)CC3)c(C)c2c1 (stereo not given)
40µM*,·,·,-5%,22%,-5%,·,·,-8%,Cc1ccc(Nc2nc(C3CC3)cs2)cc1
41%[activator],-10%,-3%,3%,11%,1%,-12%,-3%,1%,COc1cccc(OCc2cc(C(=O)NC3CCOCC3)no2)c1
45µM*,0%,-14%,-32%,5%,-4%,-28%,-2%,-12%,COc1ccc(-c2c(=O)n(OCc3ccccc3[N+](=O)[O-])c3ccccc3[n+]2[O-])c(OC)c1
·,0%,-20%,-18%,57%,-3%,-15%,46%[activator],2%,CCOc1ccccc1NC(=O)CN(c1ccc(OC)cc1)S(=O)(=O)c1c(C)[nH]c(=O)[nH]c1=O
2%,4%,-13%,-8%,29%,0%,-10%,23%,21%,CC1CCN(C(=O)C(=O)Nc2sc3c(c2C(=O)O)CC(C)(C)OC3)CC1
13%,-3%,-10%,56µM*,-13%,-4%,-33%,99%[activator],-1%,CCOc1cc(C(=O)Nc2ncn[nH]2)cc(OCC)c1OCC
?,-6%,-2%,-1%,30%,-3%,-12%,-3%,·,O=C(Nc1ccc(F)cc1F)c1cc(S(=O)(=O)N2CCCCC2)c[nH]1
-33%,-9%,-13%,-27%,0%,-29%,-4%,25%,5%,COc1cc(/C=C(\C#N)c2nc3ccccc3s2)ccc1OCC(=O)Nc1ccccc1

Already shown: an excerpt of the list.
G9a inh,Pol kappa inh,Pol eta inh,BAZ2B block,Pol beta inh,BLM inh,JMJD2A Tudor,Pol iota inh,APEX1 inh,Structure
28µM*,-9%,-23%,?,-22%,-2%,?,61%[activator],17%,COc1ccc(OC)c(Nc2nc(-c3c(C)nc4ncccn34)cs2)c1
-10%[59 µM],-9%,1%,8%,1%,2%,-11%,156%[activator],1%,C=C(C)c1cccc(C(C)(C)NC(=O)NCc2ccc(OC)cc2)c1

Other compounds.
G9a inh,Pol kappa inh,Pol eta inh,BAZ2B block,Pol beta inh,BLM inh,JMJD2A Tudor,Pol iota inh,APEX1 inh,Structure
13%,3%,-16%,-3%,17%,-9%,-19%,18%,-3%,O=C1N=C(N2CCOCC2)S/C1=C\c1ccccc1OS(=O)(=O)c1ccccc1
?,-4%,-28%,-22%[57.1 µM],1%,-5%,?,16%,·,Cc1ccc(C)c(N2CCN(CCCNC(=O)c3cnn(-c4ccc(F)cc4)c3C3CCN(C(=O)OC(C)(C)C)CC3)CC2)c1
34%,-6%,-17%,1%,10%,-5%,-14%,130%[activator],-6%,Cc1ccccc1CCN(CC(=O)NCc1ccc(F)cc1)C(=O)c1csnn1
4.5µM*,-11%,-19%,3.5µM*,22%,-3%,?,43%[activator],-4%,Cc1ccc(Nc2c([N+](=O)[O-])ccc3c2=NC2(CCCCC2)N=3)cc1
15%[59 µM],-1%,-11%,3%,0%,-1%,-4%,14%,-6%,Cc1cc(C)c(S(=O)(=O)N(C)CC(=O)N2CCCCC2)c(C)c1
6%,-3%,-19%,-12%,3%,-2%,-7%,25%,1%,CC(=O)c1ccc(NC(=O)CSc2nnc(NC(=O)C3CC3)s2)cc1
-4%[59 µM],-2%,-8%,·,27%,-9%,-23%,7%,·,CCn1cc(C(=O)NCc2ccc(C)cc2)c(=O)c2cc(S(=O)(=O)N3CCc4ccccc4C3)ccc21
?,-10%,-19%,-11%,2%,-11%,-10%,-15%,-2%,Cc1cc(C(=O)OCC(=O)Nc2cc(C(F)(F)F)ccc2N2CCOCC2)c(C)o1
50µM*,-12%,-27%,-38%,3%,29%,-25%,-2%,28%,Cc1ccc(C(=O)N/C(=C\c2ccc(-c3cccc([N+](=O)[O-])c3)o2)C(=O)NCCCN(C)C)cc1
8.9µM*,1%,-8%,-4%,9%,-9%,-36%,?,-4%,S=c1[nH]nc(C2CCCCC2)n1/N=C/c1cccc(Cl)c1Cl
8%,0%,-15%,-2%,37%,-1%,-17%,47%[activator],?,Cc1ccc(S(=O)(=O)N2CCCC(C(=O)NCC(C)C)C2)cc1 (stereo not given)
?,?,22µM*,?,·,·,-6%,?,-17%,Cc1nnc(SCC2=C(C(=O)O)N3C(=O)C(NC(=O)Cc4ccccc4)C3SC2)s1 (stereo not given)
45µM*,-12%,-16%,-39%,2%,-6%,-14%,23%,-10%,CN(C)S(=O)(=O)c1ccc(Cl)c(NC(=O)CN2CCc3ccccc3C2)c1
?,-21%,-1%,-5%,1%,-4%,-16%,11%,-11%,CCOc1ccc(-c2noc(CCCC(=O)NCC3CCCO3)n2)cc1OC (stereo not given)

An excerpt; the hit share may differ from the screen's.
